NALP1 yeast inh – blocks the NALP1 inflammasome reconstituted in yeast; S. cerevisiae NALP1/ASC/caspase-1 growth, X-gal OD620, 72 h; inhibition, % at 10 µM; 280,000 compounds, 0.61% hits; in the data active means inhibition mostly above about 24%, no sharp cut-off; inactive means mostly below about 32%; further: some compounds called inactive have numbers as strong as hits
M18AAP inhibitor – blocks P. falciparum M18 aspartyl aminopeptidase; recombinant PfM18AAP, H-Glu-NHMec fluorogenic cleavage; 290,000 compounds, 1.2% hits; inhibition, % at 7.35 µM;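 active means inhibition above the campaign mean inhibition over all tested compounds plus 3 SD, cut at about 28% in these data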;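 further: 0% = plate median of test compound wells and 100% = 2 mM ZnCl2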
DNA FID counter – counter-screen for HCV NS3 helicase inhibitors: DNA intercalator displacement | DNA fluorescent intercalator displacement, fluorescence | inhibition, % at 7.9 µM | 290,000 compounds, 0.17% hits | AID 1845; in the data active means inhibition above about 37%;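 further: 0% = vehicle and 100% = reference compound; higher means more ethidium bromide displaced from hairpin DNA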
MEKK3 PB1 HTS – MEKK3-MEK5 PB1 interaction, increase or decrease; 290,000 compounds, 1.4% hits; AID 1529; Q99759; bead-based flow cytometry, Alexa488-MEK5 binding to MEKK3; actives lie on both sides; 0 = blocked by unlabeled MEK5, 100 = vehicle; binding response (% of control), % at 10 µM;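 active means binding response more than 3 SD above or below the average of its plate-row segment, actives on both sides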;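 further: Alexa488 bead fluorescence after subtracting the streptavidin-only scavenger bead signal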
Target sequence (Q99759 whole entry, looked up): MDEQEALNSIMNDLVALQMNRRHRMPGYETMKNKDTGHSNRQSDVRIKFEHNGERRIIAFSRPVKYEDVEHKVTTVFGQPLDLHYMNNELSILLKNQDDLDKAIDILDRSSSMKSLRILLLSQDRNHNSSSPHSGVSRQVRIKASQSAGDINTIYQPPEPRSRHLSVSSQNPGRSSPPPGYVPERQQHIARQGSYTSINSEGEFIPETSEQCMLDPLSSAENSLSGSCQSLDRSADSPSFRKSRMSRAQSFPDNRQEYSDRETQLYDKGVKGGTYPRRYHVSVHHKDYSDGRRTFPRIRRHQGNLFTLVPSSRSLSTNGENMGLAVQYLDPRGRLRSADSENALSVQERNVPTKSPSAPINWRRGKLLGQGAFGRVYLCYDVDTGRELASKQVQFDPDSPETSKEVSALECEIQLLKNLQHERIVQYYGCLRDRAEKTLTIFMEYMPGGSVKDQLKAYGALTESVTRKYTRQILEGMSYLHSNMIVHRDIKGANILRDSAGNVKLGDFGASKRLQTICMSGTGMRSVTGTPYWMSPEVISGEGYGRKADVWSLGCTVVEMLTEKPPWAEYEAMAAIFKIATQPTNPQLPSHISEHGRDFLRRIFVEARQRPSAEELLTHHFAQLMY
MEKK2mut PB1 HTS – signal of MEK5 binding to mutant human MEKK2 PB1 domain; bead flow cytometry, Alexa488-MEK5 binding to MEKK2 mutant; percent response, % at 10 µM; 290,000 compounds, 0.35% hits; AID 1530; in the data active means percent response above about 24%, passing the limit was not always enough; further: inactives centre near 1; some results filed as inactive read as strong as hits; reference of the scale not given here
PHOSPHO1 inh – inhibitors of human PHOSPHO1 phosphatase | Q8TCT1 | recombinant PHOSPHO1, absorbance phosphatase assay | inhibition, % at 13.3 µM | 290,000 compounds, 1.1% hits | AID 1565; in the data active means inhibition above about 60%
OXTR agonist – activates the human oxytocin receptor | P30559 | 320,000 compounds, 0.32% hits | CHO-OTR cells, Fluo-8 calcium fluorescence; normalized: DMSO 0%, oxytocin 100% | AID 2435 | activation, % at 3 µM;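 active means activation above the mean of all tested compounds plus 3 SD, cutoff set per screening run, cut at about 20% in these data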;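 further: peak over basal fluorescence ratio from a 100 s FLIPR kinetic read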
MEKK2 WT-MEK5 – raises or lowers MEK5 binding to wildtype human MEKK2 PB1 domain; Q9Y2U5; bead flow cytometry, Alexa488-MEK5 binding to MEKK2 WT; actives lie on both sides; binding response (% of control), % at 10 µM; 290,000 compounds, 1.1% hits; AID 1531; in the data active means binding response below about 67% or above about 130%
GPR7 antagonist – antagonists of human GPR7 (neuropeptides B/W receptor 1); P48145; GPR7-expressing cells, fluorescence antagonist assay; inhibition, % at 4.4 µM; 290,000 compounds, 1.1% hits; in the data active means inhibition above about 16%, passing the limit was not always enough;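 further: cells stimulated with the agonist NPW; 0% = agonist with vehicle and 100% = vehicle without agonist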
Target sequence (P48145 whole entry, looked up): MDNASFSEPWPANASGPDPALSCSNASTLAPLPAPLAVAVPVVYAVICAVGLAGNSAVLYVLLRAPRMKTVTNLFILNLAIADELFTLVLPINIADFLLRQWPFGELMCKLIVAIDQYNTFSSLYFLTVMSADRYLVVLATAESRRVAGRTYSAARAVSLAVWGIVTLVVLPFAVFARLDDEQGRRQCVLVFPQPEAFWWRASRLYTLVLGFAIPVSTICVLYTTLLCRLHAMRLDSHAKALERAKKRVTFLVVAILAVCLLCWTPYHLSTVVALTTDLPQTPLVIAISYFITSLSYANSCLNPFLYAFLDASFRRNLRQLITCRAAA
The depositor's hits bear a star; . = no result given. No enrichment for hits; any-hit rate near 6.2%.

structure	OXTR agonist	GPR7 antagonist	MEKK2mut PB1 HTS	MEKK3 PB1 HTS	NALP1 yeast inh	PHOSPHO1 inh	M18AAP inhibitor	DNA FID counter	MEKK2 WT-MEK5
CCN1CCN(CCC(=O)Nc2cc(OC)ccc2OC)CC1	-0.9	-9	1	96	-9	13	-3	6	99
CCOc1ccc(N2C(=O)CC(Sc3nc4ccc(OCC)cc4s3)C2=O)cc1 (stereo unspecified)	-0.2	-15	-1	101	.	.	-8	-4	100
Cc1occc1C(=O)NNC(=S)NCc1ccccc1	-0.1	-11	3	111	6	0	7	-4	110
Cc1nnc(SCC(=O)NCc2ccc3c(c2)OCO3)n1C	-0.3	-8	-2	100	10	21	-6	-1	101
Cc1c(C(=O)c2ccc(Br)cc2)c(=O)n(C)c(=O)n1C	0.8	0	-1	112	-4	44	2	2	101
O=C1CC(SCc2nc3ccccc3[nH]2)C(=O)N1c1ccc(F)cc1 (stereo unspecified)	-0.2	-18	4	104	-9	29	0	-19	103
O=C(CNC(=O)c1ccc(Cl)cc1Cl)NCCCn1ccnc1	0.9	-5	5	101	-13	9	-2	2	101
C=CCSc1nnc(NC(=O)CSc2nnc(C)s2)s1	-0.5	8	14	102	2	25	-6	-5	102
O=C(OC(C(=O)NCc1ccc2c(c1)OCO2)c1ccncc1)c1ccc(Cl)nc1 (stereo unspecified)	-0.5	9	5	106	-6	40	1	-1	101
Cc1cccc2nc(-c3ccco3)c(Nc3ccccc3)n12	-2.0	-5	-11	103	-2	7	0	-8	87
Cc1ccccc1C(=O)N1CCc2cc(-c3nc(NC(=O)Cc4ccc5c(c4)OCO5)sc3C)ccc21	0.7	-6	-1	98	10	-5	1	-14	100
Nc1nonc1-c1noc(N2CCOCC2)n1	1.5	-17	-3	96	20	-29	-3	0	98
COc1ccc(OC)c(NC(=O)CC2SC(=NCc3ccccc3)NC2=O)c1 (stereo unspecified)	-1.3	-7	-8	99	0	4	5	-19	92
Cc1cc(C)n(C(C)CNS(=O)(=O)c2ccccc2)n1 (stereo unspecified)	0.7	-2	7	102	13	-2	-1	-15	100
COc1ccc(/C=C2\CCC(C3CCCC3)C2=O)c(OC)c1 (stereo unspecified)	0.2	4	1	104	4	42	-11	-14	107
CCCC1C(c2ccccc2)C(C#N)(C#N)C2(C#N)CC1(N)NC2=O (stereo unspecified)	0.3	-6	1	102	0	-3	5	-5	98
O=C(NCc1ccco1)c1cc2nc(-c3cccs3)cc(C(F)(F)F)n2n1	-0.9	-9	9	106	-8	34	11	-14	103
CCN1C(=O)/C(=c2\s/c(=C3\Sc4ccccc4N3C)c(=O)n2C)N(C)C1=S	-1.3	-1	-11	101	8	-3	-1	5	89
Cc1nnnn1/C(=C\c1ccccc1)C(=O)OCC(=O)N1CC2(C)CC1CC(C)(C)C2 (stereo unspecified)	-0.5	2	0	103	28	-5	3	-36	108
CC(C)Sc1n[nH]c2nc3c(c(=O)n12)C1(CCCC1)Cc1ccccc1-3	.	-3	-3	91	-6	46	-5	-1	94
CC(C)(C)NC(=O)c1cccc(NC(=O)c2cccc(O)c2)c1	-0.1	1	4	106	10	37	-3	-2	101
O=C1[C@@H]2Cc3c([nH]c4ccccc34)CN2C(=O)CN1CCO	0.3	8	4	101	-3	30	0	-7	100
Cc1nc2ccccn2c1C(=O)N=Nc1c(O)n(CCC(C)C)c2ccccc12	0.5	-5	6	98	37	17	-5	1	104
N#C/C(=C\c1ccc(F)cc1)C(=O)NC1CCS(=O)(=O)C1 (stereo unspecified)	0.4	8	1	101	-2	14	2	-1	104
O=C(Cn1c(=O)n(CC2CCCO2)c(=O)c2ccccc21)N1CCN(c2ccccc2)CC1 (stereo unspecified)	-1.5	-10	8	104	-2	-14	2	-26	102
Cc1nn(Cc2ccc(F)cc2Cl)c(C)c1[N+](=O)[O-]	-1.1	-17	-11	61	4	29	-15	2	67
COc1ccc2c(c1)N(C)C(=O)CC(c1ccccc1)=N2	-1.2	-7	-4	91	0	-13	6	-11	94
O=C(OCc1nc2ccc(Cl)cc2n1CCO)c1ccc2c(c1)OCO2	3.7	10	2	98	27	-30	-1	-17	97
c1ccc2nc(N3CCCC3)c(N3CCCC3)nc2c1	-1.1	-12	-1	102	-13	11	2	-2	100
CC(C)c1ccc(S(=O)(=O)N2CCN(C(C)C(=O)Nc3ccccc3-c3ccccc3)CC2)cc1 (stereo unspecified)	-0.5	-9	-1	100	32	-13	-5	-3	100
CN(c1ccc(OCC(=O)OCC(=O)Nc2ccc(Br)cc2)cc1)S(=O)(=O)c1cccs1	7.5	8	0	101	21	-2	-5	-1	115
Cc1cc(-c2nn(-c3ccccc3F)cc2CN2CCC(O)CC2)c(C)s1	1.6	-13	2	99	-1	6	1	10	108
Cc1ccc(NCC(=O)N/N=C\c2ccc([N+](=O)[O-])o2)cc1	1.7	5	-5	100	-7	0	10	-1	93
CC(=O)c1cccc(NC(=O)CN(C)S(=O)(=O)c2ccccc2)c1	-0.1	-5	-4	99	-7	-5	-4	-4	94
O=C(NN1C(=O)C2C3C=CC(C4CC34)C2C1=O)c1ccc(Br)cc1 (stereo unspecified)	-1.0	-13	-3	93	13	32	1	0	93
O=C(Cc1c(C(=O)O)[nH]c2ccccc12)NCCN1CCN(c2cccc(Cl)c2)CC1	0.2	-7	-2	95	2	0	-2	-46	98
CN(C)CCCNC1CS(=O)(=O)CC1O (stereo unspecified)	0.9	-7	6	104	26	-11	-9	-5	103
Nc1c(SCCC(=O)O)ccc2c1C(=O)c1ccccc1C2=O	9.5	-3	6	100	0	32	2	-33	102
CCOc1ccc(N2C(=O)CC(C(C)c3ccccc3)C2=O)cc1 (stereo unspecified)	-2.7	-16	4	103	14	-34	-1	-24	107
NC(=O)c1nsc(C(=O)N(CC(=O)NC2CCCC2)c2ccc(F)c(Cl)c2)c1N	-0.2	-9	8	104	6	26	-5	-23	104
Cc1ccc(C(=O)N/C(=C\c2ccco2)C(=O)NCCc2c[nH]c3ccccc23)cc1	-1.4	-10	-1	104	19	-7	0	-22	92
O=S(=O)(NCCN1CCOCC1)c1cc(Cl)c(Cl)cc1Cl	2.6	5	0	97	10	39	-10	-3	104
CC(C)c1ccc(-c2nnn(CCC(=O)O)n2)cc1	1.4	-6	0	97	2	-5	-8	1	97
Cc1nc(NCCO)c2nnn(Cc3ccccc3F)c2n1	-0.6	-16	5	101	45	0	2	-2	106
Cn1c(=O)n(Cc2ccccc2F)c(=O)c2c1nc1n2CCN1Cc1ccco1	0.9	-9	6	101	16	-15	2	-11	103
CCNC(=S)N/N=C(\C)c1ccc2c(c1)OCCO2	-1.7	6	-2	98	34	-4	2	-3	99
COc1cc(C2/C(=C(\O)c3ccc4c(c3)OCCO4)C(=O)C(=O)N2Cc2ccco2)ccc1O (stereo unspecified)	0.8	-20	5	99	12	27	17	-21	98
CCOc1ccc(C2NC(=O)NC(c3ccccc3)=C2C(C)=O)cc1OC (stereo unspecified)	0.4	-18	11	108	0	24	0	-11	111
O=C(CCCSc1nnc(SCCCC(=O)c2ccc(F)cc2)s1)c1ccc(F)cc1	5.1	-11	3	107	-4	4	2	-10	103
CC[C@@]12C(=O)N(c3ccc(OC)cc3)C(=O)N1[C@H](c1cccc(C)c1)[C@@H]1C(=O)N(Cc3ccccc3)C(=O)[C@@H]12	1.7	-4	-1	99	13	10	2	-43	93
COc1cccc(NC(=O)CN2C(=O)COc3ccc(Cl)cc32)c1	2.2	5	0	101	-10	0	5	-9	99
CCC(C(=O)NCCC1=CCCCC1)c1ccccc1 (stereo unspecified)	-1.9	3	0	98	12	12	-3	-17	98
O=C(Cn1nnc(-c2ccccc2)n1)N/N=C/c1ccc(-c2ccc(Cl)cc2)o1	0.7	-9	7	99	29	8	-15	-3	105
CCCCc1ccc(NC(=S)NCC2CCCO2)cc1 (stereo unspecified)	-0.2	-14	0	100	2	8	1	-15	98
COc1ccc(Cn2c(CCC(=O)Nc3ccc(C)cc3)nc3cccnc32)cc1	-2.3	-4	-1	99	1	10	-4	-12	94
CC(=O)c1ccc(N2CCN(C(=O)c3ccc(NC4=NC5CS(=O)(=O)CC5S4)cc3)CC2)cc1 (stereo unspecified)	0.0	4	-8	97	-1	23	-2	-19	96
CCCCCCn1c(SCCN2CCOCC2)nc2c1c(=O)[nH]c(=O)n2C	4.0	4	5	105	-2	-15	-16	-22	104
COC(=O)N/N=C/c1ccc(OC(=O)/C=C/c2ccco2)cc1	-2.0	-6	-2	99	10	19	4	-17	96
C(=N\Nc1nncc2ccccc12)/c1ccccc1	-1.1	-7	25	125	6	8	-1	-1	124
CCCc1cc(=O)oc2cc(C)cc(OC(C)C(=O)NCCCn3ccnc3)c12 (stereo unspecified)	0.5	-9	2	100	9	27	-5	-6	100

(continued)
structure	OXTR agonist	GPR7 antagonist	MEKK2mut PB1 HTS	MEKK3 PB1 HTS	NALP1 yeast inh	PHOSPHO1 inh	M18AAP inhibitor	DNA FID counter	MEKK2 WT-MEK5
CCOC(=O)N1CCN(C(=S)NC(=O)C23CC4CC(CC(C4)C2)C3)CC1	-0.7	-7	-2	81	-2	-111	-5	-6	91
O=C(CCCC(=O)OCC(=O)c1ccc(Cl)cc1Cl)Nc1cc(C(F)(F)F)ccc1Cl	-0.9	-9	9	108	4	35	0	-10	106
CCCc1nnc(NC(=O)CCC(=O)N2CCN(Cc3cc(F)ccc3OC)CC2)s1	0.3	-1	0	102	17	-4	-2	-18	100
O=[N+]([O-])c1cc(-c2nc(-c3ccncc3)no2)ccc1Cl	-1.2	-11	-1	78	32	-10	-8	1	100
O=C(NCc1ccco1)c1ccc2ccccc2n1	-0.8	-6	1	100	-2	16	14	-2	98
COc1cccc(C(=O)Nc2cccc(OCC(=O)c3ccccc3)c2)c1	-1.6	-8	1	111	8	13	7	-4	103
CCN1CC(O)=C(c2nc3ccccc3s2)C1=N	-0.9	0	-2	101	3	3	12	1	98
Cc1c(=O)n(OCc2cccc(F)c2)c2ccccc2[n+]1[O-]	-0.3	-2	-7	93	8	22	-15	-1	89
CCOc1ccc(-n2c(=S)sc3c(=O)n(-c4ccccc4)c(SCC(=O)O)nc32)cc1	-0.1	-10	3	99	21	54	6	-13	100
Cc1ccc(N2CN(Cc3cccnc3)CNC2=S)c(C)c1	-1.6	3	-4	94	15	-6	-5	-5	95
COc1cccc(OC)c1C(=O)Nc1cccc2c1CCCC2	-2.1	5	2	103	17	-8	-3	-12	106
O=C(NCCc1ccccc1)c1cc(S(=O)(=O)N2CCCC2)ccc1F	0.5	26*	-14	96	12	50	4	-23	93
CC(C)c1ccc(NC2CCCN(C(=O)CN3C(=O)CSC3=O)C2)cc1 (stereo unspecified)	1.3	11	1	105	5	27	5	-20	101
O=C(OCC(=O)c1c[nH]c2ccccc12)C1=COCCO1	2.2	-6	2	99	.	0	0	-2	105
CCOC(=O)C1=C[C@]2(CC)CCCN3CCc4c(n1c1ccccc41)[C@@H]32	-0.3	-4	5	87	30	-14	0	9	91

Quoted from the listing:
Under DNA FID counter, `O=C(CCCC(=O)OCC(=O)c1ccc(Cl)cc1Cl)Nc1cc(C(F)(F)F)ccc1Cl` has the entry -10
Under OXTR agonist, `Cc1ccc(N2CN(Cc3cccnc3)CNC2=S)c(C)c1` has the entry -1.6
